Bioassay records: PubChem, The Scripps Research Institute Molecular Screening Center
CHO-K1 Ca antag – nonselective inhibitor or artifact in parental CHO-K1 cells. ATP-induced calcium, Fluo-8 fluorescence. 360,000 tested, 0.6% active. inhibition, % at 3 µM. AID 602250;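 active = inhibition above a per-plate cutoff, the plate's mean sample inhibition plus 3 SD, cut at about 24% in these data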;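 note: 0% = DMSO plus EC80 ATP and 100% = DMSO alone without ATP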
OXTR potentiate – potentiates the human oxytocin receptor response | P30559 | CHO-OTR cells, Fluo-8 calcium fluorescence, potentiator mode; 0% = oxytocin EC15, 100% = EC100 | activation, % at 3 µM | 320,000 tested, 0.061% active;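 active = activation above that plate's cutoff, the mean activation of tested compounds plus 3 SD, cut at about 6.6% in these data, passing the limit was not always enough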;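 note: 100% uses oxytocin at 75 nM as the full agonist control; some results filed as inactive read as strong as hits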
Target sequence (P30559 whole entry, looked up): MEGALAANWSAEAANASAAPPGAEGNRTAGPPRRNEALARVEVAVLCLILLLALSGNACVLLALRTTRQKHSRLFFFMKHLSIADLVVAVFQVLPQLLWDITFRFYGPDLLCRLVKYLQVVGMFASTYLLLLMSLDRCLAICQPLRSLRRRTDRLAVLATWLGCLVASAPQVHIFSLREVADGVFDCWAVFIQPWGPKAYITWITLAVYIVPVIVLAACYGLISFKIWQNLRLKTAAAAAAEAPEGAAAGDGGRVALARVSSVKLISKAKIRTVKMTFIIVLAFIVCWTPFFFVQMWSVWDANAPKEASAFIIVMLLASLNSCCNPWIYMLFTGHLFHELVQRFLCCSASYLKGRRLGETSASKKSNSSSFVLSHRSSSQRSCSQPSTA
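Assay system: CHO-OTR cells, human receptor / Also added: oxytocin at about EC15, sub-maximal agonist stimulus / Dosing: single dose, 3.0 µM nominal final compound concentration / Incubation: 6 min pre-incubation, 100 s read / Technique: Fluo-8 calcium dye fluorescence / Read-out: % activation vs EC15 and EC100 oxytocin / Benchmarks: EC15 oxytocin low, 75 nM oxytocin high / Replicates: singlicate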
M1 ag – agonists of human M1 muscarinic receptor | P11229 | CHO-K1 hM1, Fluo-8 calcium fluorescence, agonist mode; 0% DMSO, 100% acetylcholine EC100 | activation, % at 3 µM | 360,000 tested, 0.33% active | AID 588814;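 active = activation above the run's mean compound activation plus 3 SD, cut at about 16% in these data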;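 note: peak over basal fluorescence ratio within a 140 s kinetic read after compound addition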
V1R ag counter – counter-screen for oxytocin receptor agonists: human V1a receptor agonists. 320,000 tested, 0.25% active. CHO-V1R cells, Fluo-8 calcium fluorescence, agonist mode; 0% DMSO, 100% 3 nM vasopressin. P37288. activation, % at 3 µM;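 active = activation above the mean activation of all tested compounds plus 3 SD, per screening run, cut at about 20% in these data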;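 note: signal is peak over basal fluorescence ratio across a 100 second FLIPR read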
CHO parental Ca – counter-screen for OX1R antagonists: effect in parental CHO cells | inhibition, % at 5.6 µM | 330,000 tested, 0.63% active | parental CHO-K1, ATP-induced calcium, Fluo-8 fluorescence;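 active = inhibition above that plate's mean sample inhibition plus 3 SD, cut at about 26% in these data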;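 note: 0% = ATP-challenged DMSO wells and 100% = DMSO wells without ATP; some compounds past the cut are filed as inactive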
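Material: Parental CHO cells | Reagent: ATP | Compound dosing: Single nominal dose of 5.6 µM per compound | Detection: Intracellular calcium via Fluo-8 no-wash fluorescent dye | Read-out: % inhibition of ATP-induced calcium mobilization | Benchmarks: Low control ATP plus DMSO, high control DMSO only | Replicates: Singlicate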
TAAR1 antag – human TAAR1 antagonism | CHO RD-HGA16 TAAR1, Fluo-8 calcium fluorescence, antagonist | inhibition, % at 3 µM | 360,000 tested, 1.5% active | AID 624466;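 active = inhibition above a per-plate cutoff, the mean inhibition of test compounds on that plate plus 3 SD, cut at about 49% in these data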;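 note: 0% = DMSO plus EC80 beta-PEA response and 100% = DMSO alone without agonist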
Target sequence (Q96RJ0 whole entry, looked up): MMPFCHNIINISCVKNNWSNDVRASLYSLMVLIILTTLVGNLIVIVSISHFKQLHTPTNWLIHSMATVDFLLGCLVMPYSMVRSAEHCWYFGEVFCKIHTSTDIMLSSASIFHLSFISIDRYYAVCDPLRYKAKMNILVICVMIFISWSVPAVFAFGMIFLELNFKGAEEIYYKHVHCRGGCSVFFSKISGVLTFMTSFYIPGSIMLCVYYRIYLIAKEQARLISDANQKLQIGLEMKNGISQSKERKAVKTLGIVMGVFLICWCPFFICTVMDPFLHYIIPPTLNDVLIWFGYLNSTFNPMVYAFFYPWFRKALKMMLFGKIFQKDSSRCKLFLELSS
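System: RD-HGA16 CHO cells with stable hTAAR1 and Gα16 | Probe or stimulus: EC80 β-phenethylamine stimulus | Dosing: 3 µM, single point | Times: Dye loading 75 min at 37 °C, then 30 min room temperature | Measured by: Fluo-8 calcium-sensitive fluorescence | Read-out basis: % inhibition of agonist calcium response | Replicates: n of 1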
M1 ag parental – M1 agonist counterscreen hit in parental CHO-K1 cells | Fluo-8 calcium fluorescence; scaled to maximal ATP response, vehicle zero | activation, % at 3 µM | 360,000 tested, 0.48% active | AID 602248; in the data active = activation above about 15%;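 note: untransfected CHO-K1 host cells lacking M1 receptor as counterscreen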
CHO-K1 Ca PAM – counter-screen for M1 PAMs: effect in parental CHO-K1 cells; ATP EC20, Fluo-8 calcium fluorescence; 0% at ATP EC20, 100% at ATP max; activation, % at 3 µM; 360,000 tested, 0.02% active;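 active = activation above the run cutoff, the mean activation of all test compounds plus 3 SD, cut at about 40% in these data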;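 note: peak over basal fluorescence ratio in a 140 s read after ATP addition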
TAAR1 ag – agonists of human TAAR1. activation, % at 3 µM. 360,000 tested, 0.99% active. Q96RJ0. CHO RD-HGA16 TAAR1, Fluo-8 calcium fluorescence; vehicle wells 0%, saturating PEA agonist 100%. AID 624467;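 active = activation above the mean activation of all test compounds in the run plus 3 SD, cut at about 38% in these data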
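Test system: RD-HGA16 (CHO) cells co-expressing Gα16 and hTAAR1 | Doses: Single dose, 3 µM | Schedule: 17-24 h seeding, 75 min 37 °C dye, 30 min RT | Evaluation: % activation from peak over basal fluorescence ratio, DMSO-to-PEA scaled | Technique: Kinetic Fluo-8 calcium fluorescence | Benchmarks: Low control DMSO, high control PEA (EC100)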
* marks the source's active call; other numbers are inactive results; x = not tested or not shown. Compounds as they come; about 3.3% have a hit in one of these screens.

Compound	V1R ag counter	CHO-K1 Ca PAM	OXTR potentiate	CHO-K1 Ca antag	M1 ag	CHO parental Ca	M1 ag parental	TAAR1 antag	TAAR1 ag
O=C(CN1CCN(Cc2ccccc2)C1=O)NCc1cccs1	-0.6	11	2	8	-2	-6	0.0	0	1
O=C(Cn1c2ccccc2c2nc3n(c(=O)c21)CCS3)Nc1ccccc1	-0.4	-14	-4	-1	-4	-18	1.6	-6	2
COc1ccc(-c2nnc3n2N=C(C)CS3)cc1OC	-0.1	4	-4	0	-3	-2	0.3	-1	-1
C[C@]12CC[C@@H]3c4cc(O)c(O)cc4CC[C@H]3[C@@H]1CC[C@@H]2O	4.7	1	-17	5	0	5	1.7	3	13
CC(C)c1ccc(NC(=O)C2Cc3c(-c4cccc(C(N)=O)c4)ccnc3O2)cc1 (stereo unspecified)	x	-11	x	11	2	x	1.1	17	18
Cc1ccccc1N1C(=O)CC(N2CCC(C(N)=O)CC2)C1=O (stereo unspecified)	0.4	24	2	-5	1	-2	-0.1	2	3
COc1ccc(C(=O)COC(=O)COc2ccc(C)c(C)c2)cc1	1.8	-8	-11	6	-6	-10	0.6	-3	0
O=C1NC(=O)/C(=C\c2ccccc2OCc2ccc([N+](=O)[O-])cc2)N1	-0.8	5	-10	-6	-8	-28	0.7	9	2
CC(C)N1CN(c2ccccc2)C(=S)N(c2ccccc2)C1	-0.4	16	-5	-11	0	0	0.2	-6	0
CC1CCCN(C(=O)c2cc3c(=O)n4ccccc4nc3s2)C1 (stereo unspecified)	1.2	22	-1	-15	-6	-10	0.7	-17	2
O=C(NCc1nnc(SCC(=O)N2CCCC2)o1)c1c(F)cccc1F	0.3	-5	1	-4	-3	4	0.6	-1	1
Cc1cc(C)nc(SCC(=O)Nc2ccc(S(=O)(=O)NCCO)cc2)n1	-0.4	20	-6	-10	-5	-7	0.9	9	5
COC(=O)C1=C(C)N(Cc2ccccc2)C(=NCc2cccc(Cl)c2)N[C@H]1c1ccccc1	5.1	-3	-4	1	-3	9	2.5	x	x
O=C1CC(C(=O)Nc2ccc(Cl)c(Cl)c2)S/C(=N\N=C\c2ccco2)N1 (stereo unspecified)	2.5	9	0	-13	-3	2	0.3	-17	2
CCCC[C@@H](CNC)NC[C@H](Cc1ccc(O)cc1)NCCc1ccc(OCC)cc1	1.5	17	-7	-12	-11	-8	1.1	-4	3
CCC(Oc1ccccc1)C(=O)N(CC)CC(=O)NCc1ccc(F)cc1 (stereo unspecified)	x	8	x	-3	-2	x	0.9	-13	4
O=C(Cc1cccs1)Nc1ccc([N+](=O)[O-])cc1	2.0	-25	-11	24*	-2	6	0.0	-1	1
Cc1c(Cl)cccc1NC(=O)CNC(=O)C1CC(=O)N(C2CCCC2)C1 (stereo unspecified)	-1.0	13	-1	-2	-3	-13	0.3	-10	11
Cc1ccccc1CN1CCC(Oc2ccc(C(=O)NCc3ccccn3)cc2)CC1	0.4	6	-18	-27	-4	-14	3.1	-5	4
CCC(NC(=O)CCCc1ccccc1)c1ccccc1 (stereo unspecified)	-1.6	20	-5	-5	-7	-4	-0.1	-9	8
O=C(NN=Cc1ccccc1)c1ccccc1	x	9	x	-4	-1	x	0.1	-28	6
Cc1cc2cc(CCNC(=O)c3cccs3)c(=O)[nH]c2cc1C	1.0	13	-1	-11	3	-21	4.0	-15	10
CC(C)C[C@H](NC(=O)N1CCn2c1nc1ccccc12)C(=O)N[C@@H](Cc1ccccc1)C(=O)O	-0.4	-3	-4	3	-3	-4	0.2	16	1
C=C(C)COc1ccc(-c2nc(N)ncc2Oc2ccc(OC)cc2)c(O)c1	0.9	4	-5	9	7	-18	-0.5	12	17
CC1CCCCC12NC(=O)N(CC(=O)N1CCN(S(=O)(=O)Cc3ccccc3)CC1)C2=O (stereo unspecified)	0.2	13	-8	-14	-2	2	1.3	-9	-1

One compound at a time (already shown).
CC(C)c1ccc(NC(=O)C2Cc3c(-c4cccc(C(N)=O)c4)ccnc3O2)cc1 (stereo unspecified) is listed with V1R ag counter = x; CHO-K1 Ca PAM = -11; OXTR potentiate = x; CHO-K1 Ca antag = 11; M1 ag = 2; CHO parental Ca = x; M1 ag parental = 1.1; TAAR1 antag = 17; TAAR1 ag = 18
O=C(NCc1nnc(SCC(=O)N2CCCC2)o1)c1c(F)cccc1F is listed with V1R ag counter = 0.3; CHO-K1 Ca PAM = -5; OXTR potentiate = 1; CHO-K1 Ca antag = -4; M1 ag = -3; CHO parental Ca = 4; M1 ag parental = 0.6; TAAR1 antag = -1; TAAR1 ag = 1

(list continues)
Compound	V1R ag counter	CHO-K1 Ca PAM	OXTR potentiate	CHO-K1 Ca antag	M1 ag	CHO parental Ca	M1 ag parental	TAAR1 antag	TAAR1 ag
N=c1n(CCN2CCOCC2)c2ccccc2n1CC(O)COc1ccccc1 (stereo unspecified)	-0.4	16	-10	-14	-4	-10	0.0	-1	2
CC(Oc1cccnc1[N+](=O)[O-])C(=O)Nc1cccc(Cl)c1 (stereo unspecified)	2.7	-10	-7	-19	-7	-13	2.9	3	4
Cc1ccc(S(=O)(=O)NC2=NCN(C3CCCCC3)CN2)cc1	1.0	-7	-5	12	-3	-8	0.0	-11	2
CN(C(=O)c1ccc(S(=O)(=O)N2CCCCC2)cc1)C1CCS(=O)(=O)C1 (stereo unspecified)	0.0	9	6	-11	-2	-1	1.3	1	2
Cc1ccc(S(=O)(=O)N2C[C@H]3C(=O)C[C@@H](c4cccc(Cl)c4)N(S(=O)(=O)c4ccc(C)cc4)[C@H]3C[C@H]2c2cccc(Cl)c2)cc1	x	-8	x	0	1	x	0.3	-13	5
CC(c1ccco1)N(C(=O)C12CC3(C)CC(C)(CC(C)(C3)C1)C2)c1ccccn1 (stereo unspecified)	-0.8	-2	-15	3	-1	-13	-0.4	-5	2
O=C(c1ccc(Cl)cc1)c1cn[nH]c1-c1ccccc1O	4.9	17	-5	-5	0	-17	2.8	9	1
Cc1cccc2cc(CN(Cc3ccccc3)C(=O)N(C)C)c(=O)[nH]c12	0.6	-6	-3	-6	1	-10	0.2	-13	8
CCN1CCN(CCCNC(=O)c2ccc3c(Cl)c4c(nc3c2)CCCC4)CC1	0.1	-5	1	-7	-7	-21	-1.1	-26	-2
CCOC(=O)c1c(NC(=O)C2C3C=CC(C3)C2(C)C(=O)O)sc2c1CCCC2 (stereo unspecified)	0.9	24	1	-9	-12	-16	0.1	-18	0
CCCn1c2c(c(O)c(C(=O)NCCCN(CC)CC)c1=O)CCCC2	0.6	16	-6	-11	-6	-22	0.6	-12	16
Cc1ccccc1Nc1nc(N)nc(CSc2ccc(F)cc2)n1	-0.4	13	2	-17	-2	-8	0.3	-2	1
CCO[C@H]1OC(C(=O)NCc2nc3ccccc3[nH]2)=C[C@@H](c2ccccc2)[C@@H]1CCCO	-0.3	4	3	-8	-5	-10	0.3	28	10
C=CCn1c(-c2ccco2)n[nH]c1=S	-0.4	7	-17	4	-2	-4	0.4	2	-3
CN(C)c1ccc(/C=C/C(=O)c2ccccc2)cc1[N+](=O)[O-]	-0.1	-13	-6	11	-4	-30	0.4	-8	0
CC(NC(=O)c1ccco1)c1nc(-c2ccccc2)no1 (stereo unspecified)	-0.2	-19	4	-18	-3	0	2.9	-2	-1
O=C(C1CCN(S(=O)(=O)c2ccc(Cl)cc2)CC1)N1CCN(c2ccccn2)CC1	2.4	1	-6	-16	-6	-23	3.0	3	5
Cc1ccccc1-n1nnnc1SCC(=O)N(C)C1CCS(=O)(=O)C1 (stereo unspecified)	0.8	32	-3	-29	-5	-4	2.8	-4	1
Oc1c(C(c2cccs2)N2CCC3(CC2)OCCO3)sc2ncnn12 (stereo unspecified)	0.8	10	-5	0	-4	-7	0.4	-16	0
CN(C)S(=O)(=O)c1ccc(N2CCCC2=O)c([N+](=O)[O-])c1	0.9	-5	-4	5	-1	-5	-0.5	9	1
COC(=O)C1=C(C(=O)OC)[C@@H]2N(C)c3ccccc3[C@@]23C[C@@H](C(=O)OC)N(C(=O)c2cccs2)C3=N1	-0.3	5	-4	-13	-4	-29	-0.1	7	6
O=C(C1CCN(S(=O)(=O)N2CCC3(CC2)OCCO3)CC1)N1CCN(Cc2ccccc2)CC1	0.8	-11	0	19	-4	-10	0.0	-29	5
Cc1cc(S(=O)(=O)Nc2ccc(C(=O)N3CCN(C(=O)c4ccco4)CC3)cc2)ccc1F	4.7	21	-8	-13	-1	-19	3.0	12	2
COc1ccc(/C=C/C(=O)c2sc(-c3ccccc3)nc2C)cc1	-0.3	-7	1	-7	-5	-5	0.1	-1	0
CN(CC(=O)Nc1ccccc1C(F)(F)F)C(=O)CSc1nnc(-c2ccncc2)n1C	0.3	16	-2	-17	-4	7	0.8	-6	24
O=C(CN(Cc1ccccc1)C(=O)CCC(=O)Nc1nccs1)NCc1ccco1	1.2	8	-8	-7	-3	-6	0.1	-7	1
CCOC(=O)/C=c1\s/c(=C\c2ccccc2C)c(=O)n1CC(=O)NCc1ccc2c(c1)OCO2	0.8	16	-6	-10	-4	-13	0.2	-27	3
NS(=O)(=O)c1cccc(NC(=O)C(Cc2ccccc2)NC(=O)c2ccccc2)c1 (stereo unspecified)	0.4	-16	-4	3	-4	1	0.0	1	1
